Bioassay records deposited in PubChem by Sanford-Burnham Center for Chemical Genomics.
SENP7 block = SENP7 protease inhibition | inhibition, % at 5 µM | 330,000 tested, 1.5% active | recombinant SENP7, Z-RLRGG-aminoluciferin luminescence, 40 min | Q9BQF6;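 active = inhibition above about 50% at the single test dose, limit read from the data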;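 also: plate controls were DMSO with enzyme for no effect and no enzyme buffer wells for full effect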
Target sequence (Q9BQF6 706-1050 limits assumed): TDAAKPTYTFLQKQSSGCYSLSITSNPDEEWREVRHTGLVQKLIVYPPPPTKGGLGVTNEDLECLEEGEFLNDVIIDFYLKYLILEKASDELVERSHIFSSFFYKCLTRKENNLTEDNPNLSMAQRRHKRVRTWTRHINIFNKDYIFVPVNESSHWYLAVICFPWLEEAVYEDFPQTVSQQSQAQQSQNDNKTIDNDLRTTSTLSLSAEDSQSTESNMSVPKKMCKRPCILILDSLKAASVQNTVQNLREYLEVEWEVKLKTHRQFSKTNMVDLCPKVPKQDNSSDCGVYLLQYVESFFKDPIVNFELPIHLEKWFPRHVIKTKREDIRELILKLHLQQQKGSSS
APOBEC3G inh = inhibitors of human APOBEC3G DNA deaminase | 330,000 tested, 0.28% active | recombinant A3G, ssDNA deamination FAM/TAMRA fluorescence | inhibition, % at 20 µM | AID 493012 | Q9HC16;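 active = inhibition of at least 40% at 20 µM, with no more than 30% in the related APOBEC3A deaminase screen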;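 also: plate controls were DMSO wells with A3G for no effect and wells lacking A3G enzyme for full effect; some compounds called inactive have numbers as strong as hits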
Target sequence (Q9HC16 whole entry, looked up): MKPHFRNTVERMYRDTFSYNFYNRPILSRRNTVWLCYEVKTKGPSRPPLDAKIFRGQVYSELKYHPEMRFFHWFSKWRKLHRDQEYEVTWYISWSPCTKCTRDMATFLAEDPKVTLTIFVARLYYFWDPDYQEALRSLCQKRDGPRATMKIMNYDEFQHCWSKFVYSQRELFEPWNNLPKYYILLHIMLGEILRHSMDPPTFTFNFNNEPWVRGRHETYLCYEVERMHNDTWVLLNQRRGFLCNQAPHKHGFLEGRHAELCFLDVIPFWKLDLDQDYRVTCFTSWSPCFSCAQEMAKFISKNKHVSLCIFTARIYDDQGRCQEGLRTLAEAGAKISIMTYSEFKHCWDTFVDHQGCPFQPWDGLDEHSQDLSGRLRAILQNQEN
SENP8 block-1 = SENP8 (human) protease inhibition. Q96LD8. 360,000 tested, 0.64% active. inhibition, % at 20 µM. AID 602440. recombinant SENP8, Nedd8 substrate fluorescence; in the data active = inhibition mostly above about 40%, no sharp cut-off; inactive = mostly below about 27%
Target sequence (Q96LD8 whole entry, looked up): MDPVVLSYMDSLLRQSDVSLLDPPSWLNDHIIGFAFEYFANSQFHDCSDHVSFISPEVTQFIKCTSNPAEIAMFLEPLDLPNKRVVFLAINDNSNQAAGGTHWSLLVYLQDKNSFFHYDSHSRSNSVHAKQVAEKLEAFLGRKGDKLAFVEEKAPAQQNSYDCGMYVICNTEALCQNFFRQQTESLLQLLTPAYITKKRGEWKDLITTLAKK
SENP8 block-2 = blocks the human protease SENP8; Q96LD8; purified SENP8, Z-RLRGG-aminoluciferin cleavage, luminescence; inhibition, % at 10 µM; 330,000 tested, 1.2% active; AID 2540; in the data active = inhibition above about 50%
UBC13 polyUb = blocks human UBC13 polyubiquitin chain formation. P61088. TR-FRET. inhibition, % at 20 µM. 330,000 tested, 0.47% active. AID 485273; in the data active = inhibition above about 45%, passing the limit was not always enough; inconclusive = no clear call, values can overlap the other calls
Target sequence (P61088 whole entry, looked up): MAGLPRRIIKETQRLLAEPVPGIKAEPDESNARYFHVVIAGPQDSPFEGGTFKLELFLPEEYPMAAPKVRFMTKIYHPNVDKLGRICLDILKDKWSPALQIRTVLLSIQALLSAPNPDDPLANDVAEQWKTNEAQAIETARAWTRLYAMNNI
SENP1 FRET inh = inhibitors of human SENP1 SUMO protease catalytic domain; recombinant SENP1 catalytic domain, CyPet-SUMO1-YPet FRET cleavage; inhibition, % at 10 µM; 360,000 tested, 0.21% active; AID 624204;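 active = inhibition at least 30% at 10 µM, raw YFP signal under a set limit, fluorescence ratio 0.5 to 1.5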;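 also: 0% = enzyme with DMSO and 100% = no enzyme wells; some results filed as inactive read as strong as hits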
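System: Recombinant human SENP1 catalytic domain, His6-tagged | Incubation: Enzyme reaction for 50 min at room temperature, dark | Medium: Tris pH 8 with BME, BSA, NP40 and catalase | Also added: 25 nM SUMO1 FRET substrate | Compound: 10 µM single point, 0.5% DMSO | Measured by: FRET fluorescence in CFP and YFP emission channels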
Apaf1 inhib = blocks human Apaf-1 apoptosome activity; inhibition, % at 20 µM; 330,000 tested, 0.71% active; AID 489030; reconstituted apoptosome caspase-3 activity, DEVD-Rh110 fluorescence; active = inhibition of at least 40% at 20 µM;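 also: plate controls were DMSO wells for no effect and DEVD-CHO caspase inhibitor wells for full effect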
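detection = Rh110 fluorescence intensity | test system = biochemical Apaf-1 apoptosome reconstitution | also added = cytochrome c and DEVD-Rh110 substrate | schedule = 30 min plus 50 min, RT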
SENP6 block = inhibitors of human SENP6 protease. Q9GZR1. Recombinant SENP6 catalytic domain, aminoluciferin luminescence. inhibition, % at 10 µM. 330,000 tested, 1.8% active;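 active = inhibition above about 50% at the single tested dose, limit read from the data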;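 also: plate controls were DMSO wells with enzyme for no effect and DMSO wells lacking enzyme for full effect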
Starred values were filed as active, the others as inactive; ? = inconclusive.

The line under a structure holds: SENP7 block, APOBEC3G inh, SENP8 block-1, SENP8 block-2, UBC13 polyUb, SENP1 FRET inh, Apaf1 inhib, SENP6 block
CC1CCCCN1S(=O)(=O)c1cnc(Cl)c(Br)c1 (stereo unspecified)
→ 1, -1, 6, -8, 3, 1, 9, -2
CC(C)(C)OC(=O)[C@H]1[C@H](c2ccc([N+](=O)[O-])cc2)C2(C(=O)c3ccccc3C2=O)C2c3ccccc3C=NN21 (stereo partly specified)
→ 3, -5, 19, -3, -8, 5, 14, -10
Cc1ccccc1Cn1nc(C)c(NC(=O)c2cc(-c3ccco3)on2)c1C
→ 4, -2, 8, 2, 2, -1, -3, 9
COC(=O)c1cc(S(=O)(=O)NCCc2ccccc2)c[nH]1
→ 12, 7, 15, 6, -1, 2, 6, 8
CCCCC(O)(c1ccccc1)C(CN1CCOCC1)c1ccccc1 (stereo unspecified)
→ -2, -3, 6, 3, 8, 1, 8, 14
Cc1cc(C(=O)N(C)Cc2c(F)cccc2Cl)c2ccccc2n1
→ -4, -11, 20, 7, 4, 2, 3, -17
CCCCc1nnc2c(N(C)S(=O)(=O)c3ccccc3)nc3ccccc3n12
→ -1, -7, -3, -7, -7, -8, 3, -26
Cn1c(=O)c2[nH]c(-c3cccnc3)nc2n(C)c1=O
→ -4, -7, -28, -6, -12, 1, 6, -16
Cc1ccc(N2C(=O)CC(Sc3cccs3)C2=O)cc1 (stereo unspecified)
→ 13, -4, 7, -14, ?, 2, -7, -11
CCOc1cc(S(=O)(=O)N(CC)CC)ccc1F
→ 1, -10, 10, -1, -5, 2, -13, 7
O=C1COc2ccc(C(=O)COC(=O)Cc3ccccc3F)cc2N1
→ 5, -1, -142, 1, -2, -1, -7, -7
S=C1NCN(C2CCCCC2)CN1CCc1ccccc1
→ -6, -5, 14, 1, 8, 2, -8, -15
Cc1ccc(S(=O)(=O)N2CCN(C(=O)c3ccc(N4CCCCC4)c([N+](=O)[O-])c3)CC2)cc1
→ -2, -10, 12, 4, -6, 0, 22, -2
COc1ccc(OC)c(NS(=O)(=O)c2ccc(N3CCCC3=O)cc2)c1
→ -8, -9, 26, -1, 0, 4, 2, -17
COc1ccc(CN2CCNC(=O)C2CC(=O)NC2Cc3ccccc3C2)c(OC)c1 (stereo unspecified)
→ -9, -2, -27, -15, -10, -11, 6, -11
O=[N+]([O-])c1ccc(CSc2nnc(Cc3ccccc3)o2)cc1
→ 3, -2, 18, 5, -11, 0, -23, -14
Cc1ccc2oc(=O)c(/C=C(\O)c3ccccc3)nc2c1
→ 11, 0, -6, -8, -15, -4, 0, -7
O=C(NCc1ccco1)c1ccc(CS(=O)(=O)Cc2ccc(F)cc2)o1
→ 0, 2, 10, 2, 0, 0, 0, 1
CN1CCN(C(=O)C23CCC(C)(c4nc5ccccc5nc42)C3(C)C)CC1 (stereo unspecified)
→ -8, -6, 11, -1, -3, 1, -8, -8
CC(=O)N1CCOc2ccc(S(=O)(=O)N(C)c3ccc(C)cc3)cc21
→ -12, -7, 7, -10, -4, 3, 40*, -8
C[C@H]1Oc2ccccc2C(=O)C1C(=O)c1ccccc1 (stereo partly specified)
→ -4, -7, -13, 0, 8, -4, -7, -20
Cc1c(NC(=S)Nc2ccc(Cl)cc2)c(=O)n(-c2ccccc2)n1C
→ 3, -9, 7, -1, -2, 1, -7, 0
Cc1ccc(C(C)NC(=O)c2c(-c3ccccc3)noc2C)cc1C (stereo unspecified)
→ 0, 0, 11, 0, 3, 0, 14, -4
C=CCn1c(SCC(=O)Nc2cc(C)ccc2C)nnc1-c1cnccn1
→ -3, -3, 8, -7, 7, -1, 2, -16
Cc1ccn(C(C)CC(=O)Nc2ccc(-c3ccno3)cc2)n1 (stereo unspecified)
→ 0, 17, -1, 8, -13, 0, 10, -4
Cc1ccc(CS(=O)Cc2ccc(C(=O)NC3CCCCC3)o2)cc1 (stereo unspecified)
→ -12, -8, 20, -13, -1, 1, -7, -17
Oc1ccccc1N1CCN(C(c2ccccc2)c2ccccc2)CC1
→ 7, 12, -3, -4, -2, -1, 11, -16
C=C(C)CSC1=C(C#N)C(c2ccsc2)CC(=O)N1 (stereo unspecified)
→ 0, 3, 28, -1, 10, -5, 4, 11
O=c1[nH]c(/C=C\c2cccc(F)c2)nc(O)c1[N+](=O)[O-]
→ -2, -5, 12, 3, 0, 2, 12, -1
CNc1nnc(-c2ccncc2)s1
→ -3, -9, -290, -2, 8, 1, -19, -11
O=C(NCC1(c2ccccc2)CCCC1)c1ccc(Br)o1
→ -5, -4, 9, -3, -10, -1, 14, -2
CCc1nc(SCC(=O)NC2CCCC2)c2c(=O)n(C)c(=O)n(C)c2n1
→ -9, -5, 8, -9, 3, 2, -9, 5
O=C(COC(=O)c1ccc(S(=O)(=O)Nc2ccccc2)cc1)NCCC1=CCCCC1
→ -10, -4, 14, 7, -13, -1, 13, 11
COc1ccc(CC(=O)OCC(=O)NCc2ccc(C)cc2)cc1OC
→ -1, 0, 13, 12, -1, 0, 3, 3
Nc1c(C(=O)CSc2nnc(COc3ccc(Cl)cc3)o2)c(=O)[nH]c(=O)n1C1CC1
→ 5, 24, 14, 9, 2, 0, -20, 9
C[N+]1(CC(=O)OCCCC2CCCCC2)CCCC1
→ -11, 15, 20, -6, -4, -1, -9, -4
COCCn1c(NCc2ccccc2)nc2c1c(=O)[nH]c(=O)n2C
→ 2, 0, 23, 5, 1, -2, 1, -1
CCN(CC(=O)Nc1ccc(NC(C)=O)cc1)C(=O)CSc1nnc(-c2ccco2)n1CC
→ -2, -4, 25, 3, -1, 1, -2, 3
Cc1ccc(S(=O)(=O)NCC(=O)N(CC2CCCO2)C(C(=O)NC2CCCC2)C(C)C)cc1 (stereo unspecified)
→ 0, -5, 13, 6, 3, -2, 6, 0
COc1ccc(OC)c(CNC(=O)C2CCN(S(=O)(=O)N3CCCCC3)CC2)c1
→ 0, -1, 8, 0, 0, 2, 6, 5
O=C(O)CCn1cc(-c2ccc(F)cc2)nc1-c1ccncc1
→ -5, -9, -77, 10, 2, 1, -3, -5
O=C(O)c1cccc(NS(=O)(=O)c2ccc3c(c2)C(=O)c2ccccc2C3=O)c1
→ 2, -6, 39, 3, -23, 2, 2, 13
CN(C)S(=O)(=O)c1ccc(C(=O)Nc2nnc(-c3cccs3)o2)cc1
→ 4, 1, 0, -7, -11, 2, -3, -1
CCOC(=O)c1[nH]c2ccccc2c1NC(=O)CC
→ 6, -7, -233, 4, 8, 4, 2, 2
CC(C)Oc1cccc(C(=O)NC(=S)Nc2ccccc2N2CCOCC2)c1
→ -6, -1, 11, 7, -17, 3, 24, 10
CNC(=S)Nc1ccc(N2CCCC2)c(S(=O)(=O)Nc2ccc(OC)cc2)c1
→ -7, 2, -63, 16, -2, -12, 8, 18
CCN(CC)CCCNC(=O)c1sc2nc(-c3ccc(F)cc3)cn2c1C
→ -8, -3, 13, -7, -2, 10, -2, -10
COc1ccccc1CC(=O)Nc1c[nH]c(=O)[nH]c1=O
→ 5, -5, 4, 0, 2, -8, 0, 3
O=C1c2cc(F)ccc2-n2c1nc1ccccc1c2=O
→ 24, -2, 42*, 19, -63, 4, 63*, 43
CCC(C(=O)Nc1ccc(C(=O)N2CCCC2)cc1)c1ccccc1 (stereo unspecified)
→ 1, -4, 6, 2, -8, 2, 0, -4
Cc1nn2c(nc1=O)SCC(c1ccccc1)=N2
→ -4, -8, 21, -7, -10, 2, 19, -26
CCCCCc1ccc(C(=O)CCC(=O)OCC(=O)N(CC)c2c(N)n(Cc3ccccc3)c(=O)[nH]c2=O)cc1
→ -1, -4, -4, -2, -13, -3, 17, 1
COc1ccc(OCC(=O)N/N=C(\C)CC(=O)Nc2cccc([N+](=O)[O-])c2)cc1
→ 1, -5, 14, 2, 2, 1, 6, -17
Cc1cc(N2CCCC2=O)ccc1S(=O)(=O)NCCOc1ccccc1
→ 7, -2, 13, -7, 6, 3, 0, -8
Cn1nnnc1-c1cc(Br)ccc1NC(=O)c1ccccc1
→ -1, -5, 5, 2, 12, -2, -10, 14
COc1cc(N/N=C/c2ccc(N(C)C)cc2)ncn1
→ 97*, -11, -389, 93*, 8, -10, 0, 96*
O=c1oc(C2(O)CCCCC2)cc2ccccc12
→ -6, -4, 9, -3, -11, 3, 10, -16
CN(C)N1C(N)=C(C#N)C(c2ccsc2)C2=C1CC(C)(C)CC2=O (stereo unspecified)
→ -2, -5, 11, 5, -2, 1, -5, 15
CCN(CC)C(=O)Cn1cc(SCC(=O)NCc2ccco2)c2ccccc21
→ 1, -12, 16, -2, 5, 0, -12, 3
CC(C)N(CCc1ccncc1)C(=O)Nc1ccc(F)cc1
→ 6, -8, 9, 0, -2, 1, 5, 13

An excerpt from above in order of molar mass, smallest number first:
The line under a structure holds: SENP7 block, APOBEC3G inh, SENP8 block-1, SENP8 block-2, UBC13 polyUb, SENP1 FRET inh, Apaf1 inhib, SENP6 block
COCCn1c(NCc2ccccc2)nc2c1c(=O)[nH]c(=O)n2C
→ 2, 0, 23, 5, 1, -2, 1, -1
CCC(C(=O)Nc1ccc(C(=O)N2CCCC2)cc1)c1ccccc1 (stereo unspecified)
→ 1, -4, 6, 2, -8, 2, 0, -4
O=C(NCC1(c2ccccc2)CCCC1)c1ccc(Br)o1
→ -5, -4, 9, -3, -10, -1, 14, -2
CCc1nc(SCC(=O)NC2CCCC2)c2c(=O)n(C)c(=O)n(C)c2n1
→ -9, -5, 8, -9, 3, 2, -9, 5
CCN(CC)C(=O)Cn1cc(SCC(=O)NCc2ccco2)c2ccccc21
→ 1, -12, 16, -2, 5, 0, -12, 3

The results go on:
The line under a structure holds: SENP7 block, APOBEC3G inh, SENP8 block-1, SENP8 block-2, UBC13 polyUb, SENP1 FRET inh, Apaf1 inhib, SENP6 block
O=C(c1ccc(NC2=NC3CS(=O)(=O)CC3S2)cc1)N1CCN(Cc2ccccc2)CC1 (stereo unspecified)
→ -18, -6, -2, -12, -13, 1, 9, -14
O=c1[nH]c(=S)[nH]c2c1CN(Cc1ccc(F)cc1)CC2
→ 0, -4, -29, -6, 0, -37, -4, 8
CCN(CC(=O)N1CCCC1)S(=O)(=O)c1ccc2ccccc2c1
→ -4, -9, 15, 0, -10, 0, -7, -25
COc1ccc(N(C(=O)Cc2cccs2)C(C(=O)NC2CCCCC2)c2cccn2C)cc1 (stereo unspecified)
→ 3, -2, 7, 2, -5, 2, 4, 6
COc1ccc(-c2[nH]nc(-c3ccccc3)c2-c2nc3ccccc3[nH]2)cc1
→ 2, 3, 17, -4, 2, 3, 17, -1
Cc1cc(=O)n2[nH]cc(-c3ccccc3)c2n1
→ 4, -7, -449, -1, -4, 4, -5, -29
COc1ccccc1Nc1cc2cc(Br)ccc2c(=O)[nH]1
→ 96*, -1, -179, 97*, -137, -76, 97*, 98*
CCOc1ccc(S(=O)(=O)N(CC)CC)cc1NS(=O)(=O)c1ccc(F)c(F)c1F
→ -3, -6, 13, 4, -11, 0, 17, 3
O=C(Nc1nc2ccccc2[nH]1)c1cccc(Br)c1
→ 57*, -10, -11, 3, 2, 0, 8, -17
Fc1ccc(NC(=S)Nc2cc(Cl)ccc2Cl)cc1
→ 13, 1, 10, -1, 6, 2, 8, -2
CC1(C)SC(=S)N(NC(=O)Nc2ccccc2)C1N(O)C(=O)Nc1cccc2ccccc12 (stereo unspecified)
→ -2, -6, -60, -11, -10, 0, 7, -3
O=[N+]([O-])c1ccc(/C=N/Nc2nc(N3CCCCCC3)nc(N3CCCCCC3)n2)o1
→ 0, 8, 35, 13, 2, -23, 23, 13
O=C(NCCC1=CCCCC1)c1cc(COc2c(F)cccc2F)on1
→ 0, -7, 8, -13, 8, -1, 3, 0
CNC(=O)c1cc2c(s1)CCCCCC2
→ 11, -3, 1, 4, 7, 2, -13, 4
O=C(Nc1ccc(F)cc1)c1ccc2c(c1)S(=O)(=O)N=C1CCCCCN12
→ 1, -4, 13, 5, 3, 3, 0, 9
COc1ccccc1NC(=O)N1CCN(c2ccc3nncn3n2)CC1
→ 0, -4, 7, 9, 5, 2, -8, 9
